# GPR7 antagonist: human neuropeptides B/W receptor 1 antagonism; inhibition, % at 4.4 µM; GPR7-expressing cells, fluorescence antagonist assay; 290,000 tested, 1.1% active; P48145; AID 1861; in the data active = inhibition above about 16%, passing the limit was not always enough;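 note: cells stimulated with the agonist NPW; 0% = agonist with vehicle and 100% = vehicle without agonist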
# Target sequence (P48145 whole entry, looked up): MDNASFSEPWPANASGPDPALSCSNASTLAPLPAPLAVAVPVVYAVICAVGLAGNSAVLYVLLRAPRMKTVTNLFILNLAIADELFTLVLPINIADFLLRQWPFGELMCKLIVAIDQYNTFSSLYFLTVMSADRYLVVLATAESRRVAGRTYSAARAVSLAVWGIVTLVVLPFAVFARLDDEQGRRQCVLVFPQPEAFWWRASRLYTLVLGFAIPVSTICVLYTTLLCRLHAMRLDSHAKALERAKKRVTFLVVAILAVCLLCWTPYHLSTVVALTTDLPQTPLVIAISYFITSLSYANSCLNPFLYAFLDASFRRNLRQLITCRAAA
# OXTR agonist: agonists of human oxytocin receptor; CHO-OTR cells, Fluo-8 calcium fluorescence; normalized: DMSO 0%, oxytocin 100%; 320,000 tested, 0.32% active; P30559; activation, % at 3 µM;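 active = activation above the mean of all tested compounds plus 3 SD, cutoff set per screening run, cut at about 20% in these data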;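 note: peak over basal fluorescence ratio from a 100 s FLIPR kinetic read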
# GalR3 antagonist: blocks the human galanin receptor 3 | O60755 | HEK293 GalR3-CNG cAMP membrane potential fluorescence; galR3 body fused to GalR1 C-terminus | inhibition, % at 3 µM | 360,000 tested, 0.44% active | AID 651719;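 active = inhibition above the screen-wide average plus 3 SD, cut at about 13% in these data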;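 note: forskolin and galanin both at EC90 stimulate the cells; cAMP rise reported by CNG channel membrane potential dye signal; 0% = forskolin plus galanin with DMSO and 100% = forskolin alone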
# Target sequence (O60755 1-299 limits assumed): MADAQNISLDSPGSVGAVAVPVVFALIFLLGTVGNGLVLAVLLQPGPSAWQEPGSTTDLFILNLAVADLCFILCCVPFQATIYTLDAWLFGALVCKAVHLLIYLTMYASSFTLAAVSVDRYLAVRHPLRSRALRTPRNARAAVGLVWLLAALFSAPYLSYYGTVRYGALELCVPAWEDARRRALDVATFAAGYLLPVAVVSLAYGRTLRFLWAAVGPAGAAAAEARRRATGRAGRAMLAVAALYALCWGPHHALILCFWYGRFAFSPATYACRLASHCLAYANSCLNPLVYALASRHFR
# V1aR counter: activates human V1a receptor in oxytocin agonist counter-screen | P37288 | CHO-V1R cells, Fluo-8 calcium fluorescence, agonist mode; 0% DMSO, 100% 3 nM vasopressin | activation, % at 3 µM | 320,000 tested, 0.25% active;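 active = activation above the mean activation of all tested compounds plus 3 SD, per screening run, cut at about 20% in these data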;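 note: signal is peak over basal fluorescence ratio across a 100 second FLIPR read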
# Target sequence (P37288 whole entry, looked up): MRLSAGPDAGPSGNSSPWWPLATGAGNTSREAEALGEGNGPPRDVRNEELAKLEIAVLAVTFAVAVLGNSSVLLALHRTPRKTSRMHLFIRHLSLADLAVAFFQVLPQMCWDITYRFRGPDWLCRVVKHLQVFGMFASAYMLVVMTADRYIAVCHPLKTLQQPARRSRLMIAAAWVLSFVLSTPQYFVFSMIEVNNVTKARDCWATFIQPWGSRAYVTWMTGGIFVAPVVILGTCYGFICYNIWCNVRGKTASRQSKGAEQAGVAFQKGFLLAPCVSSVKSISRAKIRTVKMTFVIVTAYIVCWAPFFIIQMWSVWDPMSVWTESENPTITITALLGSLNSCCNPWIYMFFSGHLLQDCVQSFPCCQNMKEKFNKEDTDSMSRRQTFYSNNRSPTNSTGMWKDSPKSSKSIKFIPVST
# NALP1 yeast inh: blocks the NALP1 inflammasome reconstituted in yeast | inhibition, % at 10 µM | 280,000 tested, 0.61% active | S. cerevisiae NALP1/ASC/caspase-1 growth, X-gal OD620, 72 h; in the data active = inhibition mostly above about 24%, no sharp cut-off; inactive = mostly below about 32%; note: some compounds called inactive have numbers as strong as hits
# OXTR potentiate: potentiators of human oxytocin receptor; activation, % at 3 µM; CHO-OTR cells, Fluo-8 calcium fluorescence, potentiator mode; 0% = oxytocin EC15, 100% = EC100; P30559; AID 2445; 320,000 tested, 0.061% active;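 active = activation above that plate's cutoff, the mean activation of tested compounds plus 3 SD, cut at about 6.6% in these data, passing the limit was not always enough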;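 note: 100% uses oxytocin at 75 nM as the full agonist control; some results filed as inactive read as strong as hits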
#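 Dosing: Single dose, 3.0 µM nominal final compound concentration | Material: Human OTR in CHO cells | Technique: Kinetic Fluo-8 calcium fluorescence | Benchmarks: EC15 oxytocin alone as 0%, 75 nM oxytocin as 100% | Probe or stimulus: Oxytocin at about EC15, sub-maximal agonist stimulus | Incubation: Compound 6 min at room temperature before oxytocin, 100 s read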
# MEKK2mut PB1 HTS: signal of MEK5 binding to mutant human MEKK2 PB1 domain. bead flow cytometry, Alexa488-MEK5 binding to MEKK2 mutant. percent response, % at 10 µM. 290,000 tested, 0.35% active; in the data active = percent response above about 24%, passing the limit was not always enough; note: inactives centre near 1; some results filed as inactive read as strong as hits
# PfM18AAP inh: blocks P. falciparum M18 aspartyl aminopeptidase; 290,000 tested, 1.2% active; inhibition, % at 7.35 µM; recombinant PfM18AAP, H-Glu-NHMec fluorogenic cleavage;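 active = inhibition above the campaign mean inhibition over all tested compounds plus 3 SD, cut at about 28% in these data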;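 note: 0% = plate median of test compound wells and 100% = 2 mM ZnCl2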
# MEKK2 WT-MEK5: raises or lowers MEK5 binding to wildtype human MEKK2 PB1 domain; Q9Y2U5; bead flow cytometry, Alexa488-MEK5 binding to MEKK2 WT; actives lie on both sides; binding response (% of control), % at 10 µM; 290,000 tested, 1.1% active; in the data active = binding response below about 67% or above about 130%
# Numbers without * were called inactive; nt = not tested or not shown.
SMILES,GPR7 antagonist,OXTR agonist,GalR3 antagonist,V1aR counter,NALP1 yeast inh,OXTR potentiate,MEKK2mut PB1 HTS,PfM18AAP inh,MEKK2 WT-MEK5
Cc1cccc(NC(=O)CSc2ccc(-c3ccco3)nn2)c1C,-9,-2.3,9,-0.3,17,-8,10,-2,126
O=C1c2ccc(-c3ccc4c(c3)C(=O)N(CCCO)C4=O)cc2C(=O)N1CCCO,7,1.0,-2,-0.9,nt,3,-12,2,82
COc1ccc(/C=C2/NC(=O)N(Cc3ccccc3F)C2=O)cc1OC,2,0.1,-1,1.4,12,-12,-2,-2,108
Cc1ccc(C(=O)OCCN2CCN(c3ncc(C(F)(F)F)cc3Cl)CC2)cc1,-9,-0.1,-1,0.3,-8,-1,2,2,102
CCCOc1ccc(NC(=O)C2CCCNC2=O)cc1 (configuration not stated),-7,-0.7,-7,0.1,7,-19,0,11,98
O=C(COc1ccccc1Cl)NNC(=O)c1cc(S(=O)(=O)N2CCOCC2)ccc1N1CCCC1,-8,-1.2,-5,-0.2,12,-7,2,13,102
Cn1c(=O)c2c(ncn2CC(=O)Nc2ccccc2Sc2ccccc2)n(C)c1=O,-17,2.3,-11,1.4,18,-1,-10,-12,87
CCc1ccc(-c2nnn(CCC#N)n2)cc1,-7,-0.5,-3,1.2,9,-16,-1,-3,99
COC(=O)C(Cc1cnc(Cl)s1)(C(=O)OC)c1ccc([N+](=O)[O-])cc1[N+](=O)[O-],-6,-2.5,-4,-0.3,-1,1,6,-1,104
COc1cc(C)nc(N2CCCC(C(=O)Nc3cc(Cl)ccc3OC)C2)n1 (configuration not stated),-1,-1.8,5,-1.2,-3,-17,11,-11,103
CCOC(=O)CSc1nc2cc(C(=O)N3CCC(C(N)=O)CC3)ccc2c(=O)n1C1CCCCC1,-16,-1.2,2,-0.4,7,-16,-3,-5,98
Cc1cc(C(=O)CCC(=O)N(C)CC(=O)Nc2c(Cl)cccc2Cl)c(C)s1,nt,-0.3,-5,1.6,nt,-3,nt,nt,nt
Cc1cc(O)c(Sc2ccc(Cl)cc2)c(=O)[nH]1,nt,-0.8,-2,0.3,nt,-4,nt,nt,nt
Cc1[nH]c2ccccc2c1C(=O)C(=O)N1CC=C(c2ccccc2)CC1,-1,3.0,-3,4.1,31,-6,3,-1,90
CN(C)S(=O)(=O)c1cccc(-n2sc3ccccc3c2=O)c1,-5,10,-2,11,-17,-8,nt,43*,nt
Clc1ccc(OCCn2cnc3ccccc32)c(Cl)c1,-1,3.9,-6,2.6,14,-9,5,0,116
COC(=O)C(C)Oc1ccc2c3c(c(=O)oc2c1)CCCCC3 (configuration not stated),10,2.6,-5,4.7,13,0,-10,4,88
COc1ccc(N(C(=O)C2CCCCC2)C2C=CS(=O)(=O)C2)c(OC)c1 (configuration not stated),4,-0.3,-3,0.4,7,-2,9,3,109
NC(=O)c1cc2ccncc2c2ccccc12,-9,0.7,-9,-0.1,6,-20,2,-1,92
COc1ccc(C(=O)N2CCN(c3cccc(Cl)c3)CC2)c(OC)c1,1,4.7,-4,5.9,8,-16,-1,3,98
Cc1cc(CN2CCC(N3CCC(C(=O)NC4CC4)CC3)CC2)cc(C)c1O,-8,0.9,-2,1.0,23,-8,4,-2,106
NC(=S)N/N=C/c1cccc(/C=N/NC(N)=S)c1,-7,-0.5,-2,0.7,5,-10,-3,9,97
NS(=O)(=O)c1ccc(NC(=O)c2cc(Cl)sc2Cl)cc1,-4,-0.5,-2,-0.4,11,-8,-2,3,97
CCOc1ccc(Nc2n[nH]c(=S)s2)cc1,2,-1.0,-7,1.0,13,-1,28,7,108
O=[N+]([O-])/C(C(Cl)=C(Cl)Cl)=C(/NC1CC1)Sc1ccccc1,-18,1.3,5,0.0,4,-2,-4,8,94
Cc1cccc(OCC(=O)Nc2nnn(C)n2)c1C,3,0.4,0,0.0,-66,-2,2,-1,100
CCOC(=O)c1cn(Cc2cccc(C)c2)nn1,-7,0.7,3,0.4,28,-6,-1,-9,95
O=C(CCc1n[nH]c(=O)[nH]c1=O)N1CCCCC1,-10,0.0,2,0.6,nt,-5,9,2,111
Cc1onc(-c2c(F)cccc2Cl)c1C(=O)Nc1ccccc1N1CCOCC1,-16,-4.2,2,-0.7,15,-6,-14,-8,103
CCCCCN(C(=O)COC(=O)CSc1ccc([N+](=O)[O-])cc1)c1c(N)n(CCCC)c(=O)[nH]c1=O,nt,-1.3,-5,-1.1,nt,-5,nt,nt,nt
COc1ccc(N2C(=O)CC(Cc3ccccc3OC)C2=O)cc1 (configuration not stated),3,-0.2,-3,2.4,33,-13,-7,7,98
COC(=O)C1=C[C@@H](C(=O)OC)[C@@H]2C3=C(C(=O)[C@]2(C)NC(=O)c2ccccc2)[C@H](C)n2c(=O)n(-c4ccccc4)c(=O)n2[C@@H]3C1,nt,-0.2,-6,0.9,nt,1,-5,nt,93
CCCNc1nc2c(c(=O)n(C)c(=O)n2C)n1CCC(C)C,5,-1.9,-5,-1.3,3,-11,nt,8,nt
O=S(=O)(Cc1ccccc1)N1CCN(Cc2ccccc2)CC1,1,1.8,-6,-0.5,-14,-4,4,-2,101
C/C(N)=C(/C#N)C(=O)CSc1nc2scc(-c3ccc(F)cc3)c2c(=O)n1C,-9,0.9,-6,0.8,22,-3,1,-4,111
Cc1ccc(NC(=O)CSc2nc3c(cc2C#N)C(=O)CCC3)cc1S(=O)(=O)N(C)C,-5,2.9,3,3.3,31,-8,0,2,112
COc1ccc(NC2CCCN(C(=O)CCN3CCCC3=O)C2)cc1OC (configuration not stated),-25,-0.7,-5,0.3,-6,-6,-1,11,103
O=C(O)c1ccc(Cn2cnc3cccnc32)cc1,-9,0.8,-14,0.1,16,-2,6,4,112
O=C(NCC(c1cccnc1)N1CCN(c2ccccc2F)CC1)c1ccco1 (configuration not stated),0,0.3,nt,-0.1,27,-3,6,1,105
C=CCN1C(=O)/C(=C\C(C)=C\c2ccccc2)SC1=S,-8,0.1,-8,0.0,16,-2,4,6,103
Cc1cc(C)cc(NC(=O)NCc2c(-c3ccccc3)noc2C)c1,-1,-2.0,-3,2.2,22,-5,-6,1,98
COc1cccc(C(=O)Nc2cccc3ccccc23)c1OC,-14,-2.7,-7,-1.5,16,-10,4,-12,104
O=C(Cc1ccccc1)NNC(=O)Nc1ccc(Cl)c(Cl)c1,7,-0.3,-6,0.2,28,-2,0,5,102
COc1ccc(C(=O)C2CCCN(S(=O)(=O)c3cccnc3)C2)c(C)c1 (configuration not stated),-5,0.6,6,9.1,-5,-5,0,-1,95
O=c1c(Cc2ccccc2)c(O)ccn1C1CCCCCCC1,-5,-3.1,-3,-0.3,1,-10,-2,0,92
O=C(C1=C(O)C(=O)N(CCN2CCOCC2)C1c1cccc(Br)c1)c1cccs1 (configuration not stated),-11,0.4,-3,0.6,16,-5,3,4,97
CCOC(=O)c1oc2ccccc2c1CN1CCOCC1,-7,-0.5,-5,0.8,-30,-7,2,12,100
COc1ccccc1NC(=O)Cc1cccs1,20,-1.0,-3,0.6,-1,-9,0,1,105
COc1cccc(C(=O)C2CCCN(Cc3cn(CC(N)=O)c4ccccc34)C2)c1 (configuration not stated),-5,0.1,-8,-0.6,16,-3,2,1,117
CC(c1ccccn1)N(CCN(C)C)C(=S)Nc1cccc(F)c1 (configuration not stated),1,0.1,nt,1.0,3,-6,7,-6,106
CC(=O)c1c(C)[nH]c(C(=O)Nc2ccc3c(c2)OCCO3)c1C,-10,-2.3,3,-1.1,7,-7,7,-8,106
CCN(CC)CCN1C2=C(C(=O)CC(C)(C)C2)C(c2cccc(F)c2)C2=C1CC(C)(C)CC2=O,-3,-1.6,3,-0.5,-5,-7,-16,2,87
CN(CC(=O)NCc1ccco1)S(=O)(=O)c1ccc2c(c1)n(C)c(=O)c(=O)n2C,2,0.8,-8,0.0,6,-4,10,3,107
COc1ccc(CCNC(=O)C2CCN(C(=O)c3ccc(F)cc3)CC2)cc1OC,-11,1.6,-10,-0.8,10,-8,1,0,105
CC(=O)c1c(C)nc(-c2ccc(OCC(=O)Nc3ccc(F)cc3)cc2)n1O,-8,2.0,-8,0.3,-4,0,7,-4,116
COCC1CCN(C(=O)C2CCC(=O)N(Cc3ccc(Cl)cc3)C2)CC1 (configuration not stated),-4,0.3,0,0.0,22,-5,6,-2,106
COc1cc2nc(CN3CCN(C(C)=O)CC3)[nH]c(=O)c2cc1OC,-11,0.2,-3,0.7,8,-8,2,5,103
O=C(COc1ccc(F)cc1)N(Cc1cccc(Br)c1)C1CCS(=O)(=O)C1 (configuration not stated),1,0.7,5,1.5,-22,-7,6,-2,104
CC(Oc1ccccc1)C(=O)N/N=C/c1ccccn1 (configuration not stated),-11,-0.2,-1,-0.1,-7,-14,-4,1,96
O=C(NCc1ccc(Cl)cc1)c1cccc(NC2=NC3CS(=O)(=O)CC3S2)c1 (configuration not stated),-12,-0.6,nt,0.0,-6,0,-3,3,96

# 3 compounds from above, ordered by heavy-atom count, falling.
SMILES,GPR7 antagonist,OXTR agonist,GalR3 antagonist,V1aR counter,NALP1 yeast inh,OXTR potentiate,MEKK2mut PB1 HTS,PfM18AAP inh,MEKK2 WT-MEK5
COc1cccc(C(=O)C2CCCN(Cc3cn(CC(N)=O)c4ccccc34)C2)c1 (configuration not stated),-5,0.1,-8,-0.6,16,-3,2,1,117
O=C(NCc1ccc(Cl)cc1)c1cccc(NC2=NC3CS(=O)(=O)CC3S2)c1 (configuration not stated),-12,-0.6,nt,0.0,-6,0,-3,3,96
COCC1CCN(C(=O)C2CCC(=O)N(Cc3ccc(Cl)cc3)C2)CC1 (configuration not stated),-4,0.3,0,0.0,22,-5,6,-2,106

# (listing goes on)
SMILES,GPR7 antagonist,OXTR agonist,GalR3 antagonist,V1aR counter,NALP1 yeast inh,OXTR potentiate,MEKK2mut PB1 HTS,PfM18AAP inh,MEKK2 WT-MEK5
CCCOC(=O)c1ccc(Nc2nc(C)cc(=O)[nH]2)cc1,-12,3.0,-5,2.4,11,-3,-18,-5,75
COc1ccc(-n2c(C)cc(C(=O)CN3C(=O)NC4(CCCc5sccc54)C3=O)c2C)cc1 (configuration not stated),4,-0.1,-5,1.1,28,-6,-2,-7,103
CCOC(=O)C(C)n1nc(C)c2sc3ccccc3c2c1=O (configuration not stated),1,-1.9,-5,-1.0,4,-3,-2,-9,93
CCCNC(=O)CSc1n[nH]c(=O)n1CCc1ccccc1,23,-0.2,-9,0.7,18,-10,-3,-7,106
Cc1ccc(N(CC(=O)Nc2cc(C)cc(C)c2)S(=O)(=O)c2c(C)noc2C)cc1,-33,-0.6,-3,1.3,0,-13,3,-3,111
O=C(CN1C(=O)c2cccc([N+](=O)[O-])c2C1=O)N1CCN(S(=O)(=O)c2ccccc2)CC1,nt,0.7,-9,1.0,nt,-7,nt,nt,nt
Cc1csc(NC(=O)c2ccc(S(C)(=O)=O)cc2)n1,10,0.9,3,1.7,13,5,-11,7,80
Cc1cc2nc3c(nc2cc1C)C1(C(=O)N(C)C)CCC3(C)C1(C)C (configuration not stated),-4,-1.9,0,-2.0,10,2,-2,-9,99

# 3 entries already listed, ordered by the number in GalR3 antagonist, highest first:
SMILES,GalR3 antagonist
Cc1csc(NC(=O)c2ccc(S(C)(=O)=O)cc2)n1,3
Cc1ccc(N(CC(=O)Nc2cc(C)cc(C)c2)S(=O)(=O)c2c(C)noc2C)cc1,-3
COc1ccc(-n2c(C)cc(C(=O)CN3C(=O)NC4(CCCc5sccc54)C3=O)c2C)cc1 (configuration not stated),-5

# Screening results: PubChem, several laboratories

# Hits appear at their usual frequency. Share with any hit: about 4.1%.
